Wnt bcat act – activators of Wnt/beta-catenin signaling. Wnt/beta-catenin reporter cell assay, activator, plate reader. activation, % at 9.35 µM. 1.2% of 300,000 active. AID 743398; in the data active = activation above about 30%, passing the limit was not always enough; inconclusive = no clear call, values can overlap the other calls;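 note: 0% = neutral control wells and 100% = positive control wells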
phage Ecoli inh – E. coli growth loss with phage present. growth absorbance. AID 651602. 0.26% of 360,000 active. inhibition, % at 11.9 µM; in the data active = inhibition above about 11%
An asterisk follows results filed as active; ? = inconclusive. Not all compounds are listed; count on the stated rates, not on these rows.

canonical_smiles	Wnt bcat act	phage Ecoli inh
COc1cccc(-c2cnc3c(NC=O)cc(-c4ccc(O)c(OC)c4)cn23)c1	1	4.3
O=C1NC[C@@H](CCCCN2CCN(CCc3ccc(O)cc3)C(=O)C2=O)N(CCC2CCCCC2)C1=O	-6	2.6
CC(C)c1cccc(-c2csc(C(C)(O)c3ccc(F)c(F)c3)n2)c1 (stereo unspecified)	-3	2.6
CCOc1ccc(CCN2C(=S)N([C@@H](Cc3ccc(O)cc3)CN3CCC[C@@H]3CN3C(=S)NC[C@@H]3CC(C)C)C[C@@H]2Cc2ccccc2)cc1	-3	7.9
CCOC(=O)N(C)C[C@H]1OCc2cn(nn2)CCCC(=O)N([C@@H](C)CO)C[C@@H]1C	-4	0.4
CN1CCN(C2CN(CCc3ccccc3)S(=O)(=O)C2)CC1 (stereo unspecified)	-2	-2.5
O=C(Nc1cccc(Cl)c1)c1csc([C@H]2C[C@H](O)[C@@H](CO)O2)n1	?	5.0
CCOC(=O)C1=CCN(S(=O)(=O)c2ccc(C)cc2)C1c1cccc(Br)c1 (stereo unspecified)	2	4.6
Cc1cc(C(O)c2ncc(-c3ccccc3Cl)[nH]2)ccc1F (stereo unspecified)	0	1.6
O=C(NCc1ccccc1)[C@@H]1CCCN1C(=O)[C@@H]1CCCN1C(=O)c1cccs1	-1	2.6
COc1ccc(C(C)(O)c2nc(-c3ccc4ccccc4c3)cs2)cc1 (stereo unspecified)	0	1.1
CC1(C(=O)NCc2ccccc2)CSCC(=O)N1Cc1cccs1 (stereo unspecified)	-2	0.2
CC1(C(=O)Nc2cnc3ccccc3c2)CCN1Cc1cc2ccccc2o1 (stereo unspecified)	3	0.5
COc1ccc(OC)c(CN2C(=O)CSCC2(C)C(=O)Nc2c(C)cccc2C)c1 (stereo unspecified)	-2	2.0
COc1ccc(CNC(=O)Nc2nc(C(N)Cc3ccc(F)cc3)cs2)cc1 (stereo unspecified)	-1	0.2
Cc1ccc(-c2ccc3c(c2)O[C@H](CN(C)C(=O)Nc2ccc(C(F)(F)F)cc2)[C@H](C)CN([C@H](C)CO)S3(=O)=O)cc1	-3	-1.8
CCCS(=O)(=O)NC(=O)C1(C)CCCN(C(=O)c2ccc(F)c(Cl)c2)C1 (stereo unspecified)	-1	1.5
CCCNC(=O)C1(C)CCCN(Cc2c3ccccc3nn2C)C1 (stereo unspecified)	-1	1.1
CC(=O)Nc1cccc(-c2ccnc3c2CC(C(=O)Nc2ccccc2)O3)c1 (stereo unspecified)	-1	-0.9
CN(C)CCCNc1nc2cc(-c3cccc(Cl)c3)sc2c(=O)n1C	1	0.8
NC(=O)c1cccc(-c2ccnc3c2CC(C(=O)NCCc2ccccc2)O3)c1 (stereo unspecified)	-1	1.6
CCNC(=O)C1CCCN(C(=O)c2ccc3snnc3c2)CC1 (stereo unspecified)	0	5.2
CC1(C(=O)NS(=O)(=O)c2ccc(Cl)cc2)CCN1C(=O)C1(c2ccc(Cl)cc2)CC1 (stereo unspecified)	-4	1.2
CCC(C)[C@H]1CNC(=O)C(=O)N1CC(C)(C)C (stereo partly specified)	-2	1.0
COc1ccc(-c2coc3c(C(=O)NC4CCCCC4)cccc23)c(C)c1	-5	2.1
CCCCS(=O)(=O)N1C2=NC(C(=O)OCC)=C(C(=O)OCC)C3N(Cc4ccc(Br)cc4)c4ccccc4[C@]23C[C@H]1C(=O)OC (stereo partly specified)	-9	1.6
Cc1cc(C)c(C(O)c2ncc(-c3ccccc3Cl)[nH]2)c(C)c1 (stereo unspecified)	-1	1.7
Nc1[nH]c(C(=O)c2ccccc2)c(-c2ccccc2C(F)(F)F)c1C(=O)NCc1cccc2ccccc12	-1	3.1
CC1(C(=O)NS(=O)(=O)c2cccc(F)c2)CCN1C(=O)Cc1ccccc1 (stereo unspecified)	-1	0.5
CC(C)CNC(=O)C1(C)CCCCCN1C(=O)c1csnn1 (stereo unspecified)	-2	5.2
CCOC(=O)N[C@H](C(=O)N1CCC[C@H]1C(=O)NC1CCCC1)c1ccccc1	0	0.6
COC(=O)c1ccc2nc(C3CCCCC3)c(CC(C)(C)C)n2c1	-4	1.0
C[C@H](O)[C@@H]1C(=O)N2CCc3c([nH]c4cccc(-c5ccccc5)c34)[C@@H]2C[C@@H]1N(C)C(=O)C1CCCCC1	-2	2.4
Cc1ccc(S(=O)(=O)N2CCCc3nc(C)c(C)cc32)cc1	0	3.0
COc1ccc(-c2cc3nc(NCC4CCCCC4)n(C)c(=O)c3s2)cc1OC	-3	1.6
O=C(Nc1cccc(F)c1)c1ccc(-n2cncn2)c2ccoc12	1	0.3
CC(C)CN1CCC1(C)C(=O)Nc1ccc(OC(F)F)cc1 (stereo unspecified)	-3	2.9
O=S1(=O)CC(N2CCSCC2)CN1Cc1cn(Cc2ccccc2)nn1 (stereo unspecified)	-4	3.6
CC(C)n1c(=O)c2ccccc2n1Cc1cn(-c2ccccc2)nn1	-4	2.5
CC(C)Nc1ncnc2c1ncn2[C@H]1CN(CCN2CCOCC2)C[C@@H](CO)O1	-1	1.5
COC(=O)[C@]12CCCCC=C1N(CCC1=CCCCC1)C(=O)[C@H](CC(=O)NCC13CC4CC(CC(C4)C1)C3)C2	-7	4.8
CCCCOCC1CN(CCCC)S(=O)(=O)c2c(cccc2N2CCCCC2)O1 (stereo unspecified)	0	2.9
CC(=O)N1C(=O)C2(NCC(C)N2)c2ccccc21 (stereo unspecified)	-5	1.6
CCc1nc2ccc(C(=O)NCCN3CCNC3=O)cn2c1N(C)CCC(C)C	-22	1.0
C[C@H](O)[C@@H]1C(=O)N2CCc3c([nH]c4ccccc34)[C@@H]2C[C@@H]1N(C)C(=O)c1ccco1	-1	4.4
Cc1cccc(C)c1-n1nnnc1C1(C)CCC(=O)N1Cc1cccc(C(F)(F)F)c1 (stereo unspecified)	-2	3.2
CC1=C(C(=O)N(C(C)C)C(C)C)CC(CC(=O)NCc2cccs2)C(=O)N1CCC1=CCCCC1 (stereo unspecified)	-2	2.1
CCOC(=O)[C@]12CCC=C1N(Cc1ccco1)C(=O)[C@H](CC(=O)NCCCN1CCCC1=O)C2	-1	-1.7
CC1(C(=O)NCc2ccc(C(F)(F)F)cc2)CCN1Cc1c(F)cccc1F (stereo unspecified)	-2	-0.7
COC(=O)C1=C(C)N(C)C(=NCc2cccc(C(F)(F)F)c2)NC1c1ccc(C(F)(F)F)cc1 (stereo unspecified)	-5	3.6
Nc1[nH]c(C(=O)c2ccc(Br)cc2)c(-c2ccc(Cl)cc2Cl)c1C(=O)NCCc1c[nH]c2ccccc12	11	0.8
CCOC(=O)C1(C)CCCN(C(=O)c2ccc(OC)cc2)C1 (stereo unspecified)	-1	2.9
CCC(C(=O)NCc1ccccc1)n1c(-c2cccs2)nc2ccccc21 (stereo unspecified)	1	2.6
COc1cc(-c2cnc3c(NC=O)cc(-c4ccccc4Cl)cn23)cc(OC)c1OC	-1	2.5
CC(CCl)n1c(=O)c2ccccc2n1S(C)(=O)=O (stereo unspecified)	0	1.7
COC(=O)CCCn1cc(CN2CC(N3CCCC3)CS2(=O)=O)nn1 (stereo unspecified)	-2	-0.9

Quoted from the entries so far for reference:
canonical_smiles	Wnt bcat act	phage Ecoli inh
CCOC(=O)[C@]12CCC=C1N(Cc1ccco1)C(=O)[C@H](CC(=O)NCCCN1CCCC1=O)C2	-1	-1.7
CC1(C(=O)NCc2ccc(C(F)(F)F)cc2)CCN1Cc1c(F)cccc1F (stereo unspecified)	-2	-0.7
COC(=O)C1=C(C)N(C)C(=NCc2cccc(C(F)(F)F)c2)NC1c1ccc(C(F)(F)F)cc1 (stereo unspecified)	-5	3.6
Nc1[nH]c(C(=O)c2ccc(Br)cc2)c(-c2ccc(Cl)cc2Cl)c1C(=O)NCCc1c[nH]c2ccccc12	11	0.8
CCOC(=O)C1(C)CCCN(C(=O)c2ccc(OC)cc2)C1 (stereo unspecified)	-1	2.9
CCC(C(=O)NCc1ccccc1)n1c(-c2cccs2)nc2ccccc21 (stereo unspecified)	1	2.6

The results go on.
Fields: Wnt bcat act | phage Ecoli inh
CC1(C(=O)Nc2cccc3ccccc23)CCN1C(=O)Cc1ccccc1Cl (stereo unspecified)
→ -1 | 1.6
COCCNC(=O)C1(C)CCCN(CCOc2ccc(Cl)cc2)C1 (stereo unspecified)
→ -3 | 0.6
COc1ccc(CNC(=O)c2cccc3c(-c4cccc(C(N)=O)c4)coc23)cc1OC
→ -4 | -2.2
COc1ccc(-c2nc3ccc(Cl)cn3c2Cc2cccc(F)c2)cc1OC
→ -1 | 2.1
CCCNC(=O)C1(C)CCCN(Cc2ccc(C#N)cc2)C1 (stereo unspecified)
→ 0 | 1.9
C[C@H]1CN(C(=O)OC(C)(C)C)CCN1c1ccc(Br)c(C#N)c1
→ -3 | 2.0
COC(=O)[C@]12C[C@H](CC(=O)NCCc3ccccc3OC)C(=O)N(Cc3ccccc3)C1=C[C@H](C(C)C)O[C@@H]2C1CC1
→ -2 | 1.9
Cn1c(-c2ccccc2)c(Sc2ccccc2)c2cc(-c3ccc4[nH]ccc4c3)ccc21
→ -3 | 0.4
CCC(=O)NC(c1ccco1)c1cc(Br)c2cccnc2c1O (stereo unspecified)
→ -2 | 20*
CC(C)(C(=O)N1CCC1(C)C(=O)Nc1ccccc1Br)c1ccccc1 (stereo unspecified)
→ -1 | 1.2
CCOC(=O)CC1(Cc2ccccc2)Oc2ccccc2O1
→ 4 | 2.4
O=C1NC[C@@H]2CCCN2C1=O
→ -2 | 2.5
O=C(NCc1ccccn1)[C@@H]1CCCN1C(=O)[C@@H]1CCCN1
→ -2 | 2.0
O=C(NC(c1ccc(F)cc1)c1cnccn1)C1CCN(CCOc2ccc(Cl)cc2Cl)CC1 (stereo unspecified)
→ -1 | -0.1
CSCCC(C(=O)Nc1c(C)cccc1C)N1CCN(c2ccc(F)cc2)CC1 (stereo unspecified)
→ -4 | 0.7
NC(c1ccccc1)c1csc(NC(=O)Nc2cccc(Cl)c2)n1 (stereo unspecified)
→ 4 | 2.5
C[C@@H]1NS(=O)(=O)c2cccc(Cl)c2O[C@@H]1c1ccccc1
→ -3 | 3.7
CC(=O)Nc1cc2nc3ccccc3oc-2cc1=O
→ 0 | 2.3
OC(c1ccccc1)c1nc(-c2cc3ccccc3o2)cs1 (stereo unspecified)
→ -1 | 2.6
Cc1cccc(C)c1-n1nnnc1C1c2ccccc2C(=O)N1C1CC1 (stereo unspecified)
→ -2 | 3.1
Cc1cc(C)cc(Cn2c3ccc(NC(=O)NCc4ccccc4)cc3c(=O)n2C)c1
→ -3 | 3.3
C=C1C[C@@H]2C[C@@H]2CN(S(=O)(=O)c2ccc(C)cc2)[C@@H]1COCc1ccccc1
→ -2 | 2.8
COc1ccc(S(=O)(=O)NC(=O)C2(C)CCN2C(=O)C2CC2)cc1 (stereo unspecified)
→ -3 | 3.1
CN(c1cccnc1)c1ccc(NC(=O)Cc2c[nH]c3ccccc23)cc1-c1ccc(C(C)(C)C)cc1
→ -4 | 2.5
OCc1ccc(-c2cccc3nccn23)cc1
→ -1 | 2.6
Cc1cccc(C)c1NC(=O)C(c1ccccc1F)n1c(=O)c(-c2ccco2)nc2ccccc21 (stereo unspecified)
→ 1 | -0.3
COc1ccc(OCCN2CCC(C(=O)NC(C)c3cccc4ccccc34)CC2)cc1 (stereo unspecified)
→ -1 | 4.1
Nc1ccc(CNC(=O)c2cc3cc(Cl)ccc3nc2N)cc1
→ 0 | 1.9
O=C1NC[C@@H](Cc2ccc(O)cc2)N(CCCCC2CCCCC2)C1=O
→ -3 | 1.9
CN1OC[C@@H]2CN3C(=Nc4cc(C(F)(F)F)cc(C(F)(F)F)c4)Sc4ccccc4[C@@H]3C[C@@H]21
→ -8 | 1.9

Three compounds already listed, ordered by formula weight, lowest first.
Fields: Wnt bcat act | phage Ecoli inh
CCOC(=O)CC1(Cc2ccccc2)Oc2ccccc2O1
→ 4 | 2.4
Cn1c(-c2ccccc2)c(Sc2ccccc2)c2cc(-c3ccc4[nH]ccc4c3)ccc21
→ -3 | 0.4
COC(=O)[C@]12C[C@H](CC(=O)NCCc3ccccc3OC)C(=O)N(Cc3ccccc3)C1=C[C@H](C(C)C)O[C@@H]2C1CC1
→ -2 | 1.9

(cont.)
Fields: Wnt bcat act | phage Ecoli inh
OC(c1cccnc1)c1nc(-c2ccc3c(c2)OCO3)cs1 (stereo unspecified)
→ 8 | 5.2
OC[C@@H]1CN(Cc2ccncc2)C[C@H](n2cnc3c(N4CCN(c5ccccc5)CC4)ncnc32)O1
→ -3 | 2.1
CC(=O)O[C@H]1CC[C@]2(C)C3CC[C@]4(C)[C@@H]([C@H](C)/C=C/[C@H](C)C(C)C)CC[C@H]4[C@@]34C=C[C@]2(C1)N(C(=O)c1ccccc1)O4 (stereo partly specified)
→ -2 | 0.9
O=C(NCCCN1CCOCC1)c1ccc(Br)cc1Br
→ -1 | 2.8
COc1ccc(NC(=O)C2Cc3c(-c4ccccc4Oc4ccccc4)ccnc3O2)cc1 (stereo unspecified)
→ -1 | -0.6
OC(c1cccc(Cl)c1)c1nc(-c2cccc3cccnc23)cs1 (stereo unspecified)
→ 0 | 2.7
Cc1ccccc1-c1cc2nc(NCc3ccc4occc4c3)n(C)c(=O)c2s1
→ -2 | 0.5
Cc1csc(-c2nc3ccccc3n2C(C(=O)Nc2c(C)cccc2C)C2CC2)c1 (stereo unspecified)
→ -1 | 1.8
CCOC(=O)C1=CCN(S(=O)(=O)c2ccc(F)cc2)C1c1cccc(C)c1 (stereo unspecified)
→ -2 | 0.7
CC(=O)Nc1cc(-c2ccc(C(=O)N3CCOCC3)cc2)cn2c(-c3ccc(F)cc3)cnc12
→ 0 | 1.3
Cc1ccc(CN2CCN(C(=O)/C=C/[C@H]3O[C@@H](n4cc(C)c(=O)[nH]c4=O)C[C@@H]3O)CC2)cc1
→ -1 | 0.6
Cc1ccc(S(=O)(=O)N2[C@@H](CCO)OC[C@H]2C(C)C)cc1
→ -4 | 1.7
COCCNC(=O)C1(C)CCN(Cc2ccc(C(C)C)cc2)C1 (stereo unspecified)
→ -5 | 4.9
CCCNC(=O)C1(C)CCCN(Cc2c(C)nn(-c3ccccc3)c2C)C1 (stereo unspecified)
→ -4 | 0.4

Bioassay records (PubChem)
